Assay outcomes: PubChem, several laboratories
bovine MsrA act: activates bovine MsrA enzyme | purified bovine MsrA, absorbance read-out | activation, % at 10.6 µM | actives 0.3% (n = 360,000) | AID 602163; in the data active means activation above about 7.5%;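 further: 0% = vehicle and 100% = reference activator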
MLLE-PAM2 inh: inhibitors of microRNA-mediated deadenylation, human PABP1 MLLE binding; inhibition, % at 20 µM; GST-MLLE / FITC-PAM2 fluorescence polarization; actives 0.36% (n = 360,000); P11940; in the data active means inhibition above about 35%, passing the limit was not always enough;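 further: plate controls were DMSO wells with GST-MLLE for no effect and wells lacking GST-MLLE protein for full effect; some results filed as inactive read as strong as hits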
Target sequence (P11940 whole entry, looked up): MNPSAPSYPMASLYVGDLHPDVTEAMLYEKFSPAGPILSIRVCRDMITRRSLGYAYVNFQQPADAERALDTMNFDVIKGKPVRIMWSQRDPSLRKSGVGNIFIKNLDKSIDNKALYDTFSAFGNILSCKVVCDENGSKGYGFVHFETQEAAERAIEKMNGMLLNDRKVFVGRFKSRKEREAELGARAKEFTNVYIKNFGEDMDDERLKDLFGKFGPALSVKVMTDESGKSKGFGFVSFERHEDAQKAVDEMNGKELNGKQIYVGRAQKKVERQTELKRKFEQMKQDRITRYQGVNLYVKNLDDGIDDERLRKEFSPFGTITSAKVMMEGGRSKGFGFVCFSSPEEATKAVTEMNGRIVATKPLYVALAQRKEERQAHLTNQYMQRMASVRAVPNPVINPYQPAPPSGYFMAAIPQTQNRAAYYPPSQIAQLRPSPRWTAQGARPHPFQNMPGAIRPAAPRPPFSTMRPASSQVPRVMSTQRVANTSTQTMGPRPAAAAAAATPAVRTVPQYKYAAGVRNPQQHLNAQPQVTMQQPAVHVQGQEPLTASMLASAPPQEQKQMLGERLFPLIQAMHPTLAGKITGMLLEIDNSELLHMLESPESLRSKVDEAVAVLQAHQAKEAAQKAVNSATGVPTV
E coli Lon inh: inhibits E. coli Lon protease | actives 0.42% (n = 360,000) | AID 602123 | purified E. coli Lon protease, fluorescence polarization | inhibition, % at 7.94 µM; in the data active means inhibition above about 13%, passing the limit was not always enough;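 further: 0% = enzyme with probe and DMSO and 100% = no enzyme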
SKN-1 inh: C. elegans SKN-1 inhibition; inhibition, % at 21.8 µM; C. elegans VP596 Pgst-4::GFP/RFP ratio, acrylamide-induced, 24 h; actives 0.49% (n = 360,000); AID 624304;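 active means interference check ratio from 0.5 to 1.5 plus GFP to RFP signal ratio inhibition reaching or exceeding a fixed threshold, cut at about 30% in these data, passing the limit was not always enough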; further: some compounds called inactive have numbers as strong as hits
FAS-TE inh: FAS thioesterase (human) inhibition; P49327; recombinant FAS-TE, OMFH fluorogenic substrate, fluorescence endpoint; inhibition, % at 15 µM; actives 0.67% (n = 360,000); AID 602261;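 active means compounds whose normalised, plate-corrected inhibition of enzyme fluorescence in the single-dose primary screen is 50% or more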;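 further: 0% = DMSO with enzyme and 100% = substrate without enzyme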
TbMetRS inhib: Trypanosoma brucei MetRS inhibition | inhibition, % at 11.9 µM | AID 624268 | purified T. brucei MetRS, ATP depletion, Kinase-Glo luminescence | actives 0.4% (n = 360,000);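 active means inhibition above a per-plate cutoff of the control wells' mean inhibition plus 3 SD, cut at about 5.5% in these data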;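 further: 0% = DMSO wells median and 100% = median of wells with control inhibitor compound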
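Material – parasite MetRS enzyme · Medium – HEPES-MgCl2-KCl buffer plus DTT, spermine, BSA, pyrophosphatase · Reagent – ATP, methionine and E. coli bulk tRNA substrates · Times – 15 min enzyme-compound preincubation, 2 h reaction, 10 min detection, 25 °C · Measured by – luminescence of leftover ATP · Evaluation – percent inhibition relative to median high and low control wells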
MsrA inhibitor: bovine MsrA inhibition; AID 651718; inhibition, % at 15.5 µM; purified bovine MsrA, absorbance read-out; actives 0.75% (n = 360,000); in the data active means inhibition above about 4.5%;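 further: 0% = vehicle wells with enzyme and 100% = reference inhibitor wells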
MT1-MMP act inh: MT1-MMP (human) activation inhibition; P50281; GFP/RFP ratio change, % at 20 µM; actives 0.061% (n = 360,000); AID 651647; HT1080 RFP-PRO-GFP cells, GFP/RFP ratio fluorescence, overnight; percent of plate control window, DMSO zero;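 active means GFP/RFP ratio change of at least 30% with cell ATP level not reduced by more than half and red fluorescence within 50% of control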; further: strong numbers were not always called active
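Assay system: HT1080 RFP-PRO-GFP cells | Dosing: 20 µM single dose, 1% DMSO | Incubation: Cells overnight before dosing, compound overnight, 37 °C, 5% CO2 | Evaluation: GFP/RFP fluorescence ratio | Control set: DMSO-only wells and HT1080 RFP-L50D-GFP cell wells as references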
NRP1-CendR mod: modulators of CendR peptide binding to human neuropilin-1. actives 0.85% (n = 360,000). FAM-RPARPAR peptide binding to NRP-1, fluorescence polarization. inhibition, % at 25 µM. O14786;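 active means inhibition or corrected inhibition above about 18%, plus a signal ratio from 0.5 to 1.5, limit read from the data, passing the limit was not always enough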; further: strong numbers were not always called active
Active calls of the source: *; i = inactive; x = not tested or not shown. The order is random; about 4% have a hit in one of these screens.

SMILES | bovine MsrA act | MLLE-PAM2 inh | E coli Lon inh | SKN-1 inh | FAS-TE inh | TbMetRS inhib | MsrA inhibitor | MT1-MMP act inh | NRP1-CendR mod
CCCOC(=O)CSc1nnc(-c2ccc(Cl)cc2Cl)o1 | -5 | -11 | -9 | -18 | -4 | -0.7 | 0.8 | 5 | 7
CN(C)S(=O)(=O)c1ccc(C(=O)Oc2coc(CSc3ncccn3)cc2=O)cc1 | -1 | 28 | -2 | 3 | -3 | -0.2 | -0.6 | 1 | 1
O=C(Nc1nnc(SCc2ccccn2)s1)C1CC(=O)N(c2ccc(F)cc2)C1 (stereo not drawn) | -3 | -42 | -9 | 12 | -3 | -0.3 | 0.3 | -3 | -28
OCCNc1ncnc2c1ncn2[C@H]1CN(Cc2ccc3c(c2)OCO3)C[C@@H](CO)O1 | -2 | 12 | 3 | 12 | -4 | -0.4 | 0.1 | 0 | 7
COc1cccc(-c2csc(NC(=O)C3CC3)n2)c1 | -2 | 0 | -6 | 12 | 8 | -0.6 | -1.4 | 0 | 1
CC(=O)c1cccc(N(C(=O)Cn2nnc3ccccc32)C(C(=O)NCC2CCCO2)c2ccc(N3CCOCC3)cc2)c1 (stereo not drawn) | -2 | 12 | -3 | -5 | -1 | -0.6 | -0.9 | -4 | -3
CC(=O)Nc1ccc(NC(=O)c2ccccc2S(=O)(=O)c2ccccc2[N+](=O)[O-])cc1 | -2 | 8 | 7 | 0 | -6 | 0.4 | 1.4 | 4 | 5
CC1CCN(C(=O)CN2C(=O)C(C)(C)Oc3ccc(C(=O)NC4CCCC4)cc32)CC1 | 5 | 10 | 2 | 21 | -3 | -0.1 | 1.8 | 9 | -6
CC1CCN(S(=O)(=O)c2ccc(Cl)cc2)CC1 | -2 | 11 | 0 | 3 | 4 | 0.2 | 0.2 | -1 | 4
CCC(C)[C@H](NC(=O)NCC1CCCO1)C(=O)OC (stereo partly drawn) | -1 | 12 | 3 | 14 | -6 | 1.0 | 0.1 | 3 | -6
Cc1ccc(OCCOc2cccc(Br)c2)c([N+](=O)[O-])n1 | 0 | -8 | -6 | 9 | 31 | 1.7 | 0.8 | 4 | 6
O=C(COC(=O)c1cccc(C(F)(F)F)c1)NCc1ccc(Cl)cc1 | -1 | -1 | 6 | -14 | -12 | 0.0 | -0.2 | 4 | -3
CNC(=O)c1[nH]cnc1C(=O)N[C@@H](CC(C)C)C(=O)OC(C)(C)C | -1 | 6 | 5 | 9 | -5 | -0.3 | 0.0 | 4 | 5
Cc1ccc(C)c(NS(=O)(=O)c2ccc(OCC(=O)NCc3ccccn3)cc2)c1 | 3 | -4 | -12 | -5 | -2 | -0.1 | 0.5 | -1 | -2
CN(C(=O)CCn1c(=S)oc2ccccc21)C1CCCCC1 | -4 | -7 | 3 | -3 | 1 | 0.5 | -0.6 | 9 | 3
COc1ccc(OC)c(CN2CCN(C(=O)[C@@H](NC(=O)c3cccc(C)c3)C(C)C)CC2)c1 | 0 | 7 | -3 | 5 | 1 | 0.0 | 0.3 | -3 | 6
Cn1c(=O)[nH]c(=O)c2c1nc(N1CCc3ccccc3C1)n2CCSc1nc2ccccc2s1 | -14 | 6 | 6 | -7 | 7 | -1.1 | 0.6 | 2 | 0
Cc1ccc(C2=CSC3=NNC4(CCCCC4)NN23)cc1 | -2 | 7 | -3 | 12 | -24 | -0.1 | -0.4 | -1 | 1
CC(=O)Nc1ccc(C(=O)COC(=O)C2CCCCC2)c(F)c1 | -1 | -15 | -8 | -1 | 4 | -0.1 | -0.9 | -2 | 8
O=C(C[n+]1ccc(-c2ccccc2)cc1)Nc1ccc([N+](=O)[O-])cc1 | 4 | -15 | -9 | -8 | -2 | -0.3 | 1.5 | -1 | 4
CCOc1ccccc1/C=N/NC(=O)c1nnn(-c2nonc2N)c1CN1CCCC1 | -6 | 4 | 10 | 1 | -7 | -0.1 | 0.4 | 1 | -8
OCc1ncc(-c2ccccc2)s1 | -8 | -7 | 13 | 10 | -8 | -0.6 | -0.3 | -3 | 4
CNC(=O)C1CCN(S(=O)(=O)c2c(C)noc2/C=C/c2ccccc2F)CC1 | 3 | -10 | -8 | 17 | -2 | -0.8 | 1.6 | -3 | -6
C=CCn1c(C)cc(-c2csc(NCC)n2)c1C | -2 | 24 | -2 | 3 | -78 | -0.7 | 0.0 | -11 | -18
COc1ccc2[nH]c3c(c2c1)CCN1C(=O)C(CC(=O)NCc2ccco2)C[C@H](C(=O)N2CCCCC2)[C@@]31C (stereo partly drawn) | -1 | 3 | -6 | -19 | -1 | -0.9 | 2.6 | 4 | -3

Brought forward from above: two compounds; new compounds follow.
SMILES | bovine MsrA act | MLLE-PAM2 inh | E coli Lon inh | SKN-1 inh | FAS-TE inh | TbMetRS inhib | MsrA inhibitor | MT1-MMP act inh | NRP1-CendR mod
C=CCn1c(C)cc(-c2csc(NCC)n2)c1C | -2 | 24 | -2 | 3 | -78 | -0.7 | 0.0 | -11 | -18
COc1ccc2[nH]c3c(c2c1)CCN1C(=O)C(CC(=O)NCc2ccco2)C[C@H](C(=O)N2CCCCC2)[C@@]31C (stereo partly drawn) | -1 | 3 | -6 | -19 | -1 | -0.9 | 2.6 | 4 | -3
Cc1noc(C)c1NC(=O)N(C)C[C@H]1Oc2ccc(NC(=O)c3ccncc3)cc2C(=O)N([C@H](C)CO)C[C@@H]1C | -2 | 2 | 0 | 1 | -4 | 0.3 | -1.0 | 1 | 0
CC(C)OCCCNC(=O)c1cccs1 | -2 | -3 | -2 | 11 | -5 | -0.3 | -0.4 | 2 | -12
O=C(Nc1ccc(N2CCN(C(=O)C3CC3)CC2)cc1)c1cccs1 | -7 | -11 | -9 | 4 | -4 | -0.4 | 1.1 | 3 | -8
CCOc1ccc(OCC)c(NC(=O)CN2CCN(c3cc(C)ccc3C)CC2)c1 | -3 | -8 | -5 | -5 | 28 | -0.3 | 1.2 | -9 | 8
COCCn1c(CCC(=O)O)nc2c1c(=O)[nH]c(=O)n2CC(C)C | -4 | 9 | -1 | 32* | -6 | -0.2 | -1.5 | 5 | -1
CCn1c(SCc2cc(=O)n3ccsc3n2)nc2ccccc21 | -2 | 9 | -2 | 13 | -6 | 0.3 | 1.1 | -3 | -6
NC(=O)c1ccnc2c(O)cccc12 | -1 | -9 | -1 | -1 | -8 | 0.2 | 2.1 | 1 | 22
N#C/C(=C\c1ccc(OCc2ccc(F)cc2)cc1)C(=O)Nc1cccc(C(=O)O)c1 | 0 | 6 | 26 | 13 | 43 | -0.1 | 1.2 | -2 | -24
Cc1ccc2c(c1)-c1nc3ccccc3cc1C2=NC1CCCCC1 | -4 | -3 | -8 | 9 | 18 | -0.2 | 0.8 | 4 | -13
O=C(CN1CCc2cc3c(cc2C1)OCCCO3)Nc1ccc(S(=O)(=O)N2CCCC2)cc1 | 0 | 2 | -1 | -7 | -45 | 0.2 | 0.7 | -2 | -6
Cc1ccc(C(=O)SC2=NCCS2)cc1 | -2 | -4 | 0 | 10 | 2 | 0.2 | 1.9 | -1 | -2
O=C(c1ccco1)N1CCN(CCOCCOc2cccc3ccccc23)CC1 | 0 | -1 | -4 | -5 | -1 | -0.5 | 0.6 | -3 | -4
C#CCNC(=O)C1=C[C@H](c2coc3ccccc3c2=O)C[C@H](OCCCCO)O1 | 4 | 20 | -1 | 12 | -12 | 0.3 | 0.1 | -3 | 5
CCCCN(C(=O)Nc1ccc(OCC)cc1)C1CCN(C(C)=O)CC1 | -4 | -3 | 8 | -2 | -2 | 0.3 | 0.5 | 3 | -4
CCS(=O)(=O)N(CC(=O)Nc1cccc2ccccc12)c1ccc(OC)cc1 | -3 | 3 | -7 | 2 | 4 | 0.0 | 0.0 | -4 | 7
NNC(=O)c1ccc(Cn2cc(Br)cn2)o1 | 2 | 4 | 5 | 14 | -3 | 0.2 | -0.7 | 0 | 2
CCOC(=O)c1sc(NC(=O)CSC(=S)N2CCN(C)CC2)nc1C | -3 | 7 | -2 | -8 | -1 | 0.3 | 1.7 | -6 | 7
Cc1ccccc1NC(=S)NC(C)C(c1cccs1)N1CCOCC1 (stereo not drawn) | 0 | 8 | -2 | -7 | -8 | 0.4 | -0.1 | 1 | 4
Cc1ccc(S(=O)(=O)Nc2cccc(C(=O)NCC3(N4CCCCC4)CCCCC3)c2)cc1F | 1 | 10 | -9 | 7 | -1 | -0.2 | -1.2 | 2 | 4
CCCc1nn(-c2cc(Cl)ccc2OC)c2c1C(=O)CC(C)(C)C2 | 2 | -18 | 4 | -12 | 15 | -0.4 | 0.3 | -3 | -9
CCN(CC)c1ccc(/C=C2\C(=N)N3N=C(CC(=O)N4CCOCC4)SC3=NC2=O)cc1 | -3 | -151 | i | 41 | -66 | -0.2 | 0.6 | -42 | 136
O=S(=O)(Nc1cccc(S(=O)(=O)N2CCOCC2)c1)c1cccs1 | -5 | -6 | 0 | 2 | 2 | -0.3 | -1.3 | -2 | -6
COc1ccc(S(=O)(=O)N(CCCN2CCOCC2)Cc2ccc(OC)c(OC)c2)cc1 | -5 | 6 | -6 | -29 | -6 | -0.5 | -0.1 | 4 | 3
CCC1(CC)NC(=O)N(CC(=O)OCC(=O)Nc2ccccc2OC(F)F)C1=O | -3 | 8 | 4 | 13 | 0 | -0.3 | 0.5 | -1 | 4
CCCC1(c2ccccc2)NC(=O)N(CC(=O)Nc2sc(-c3ccccc3)cc2C(=O)OCC)C1=O (stereo not drawn) | -2 | 4 | 0 | 11 | 6 | 0.4 | 0.9 | 0 | -3

The listing continues.
SMILES | bovine MsrA act | MLLE-PAM2 inh | E coli Lon inh | SKN-1 inh | FAS-TE inh | TbMetRS inhib | MsrA inhibitor | MT1-MMP act inh | NRP1-CendR mod
CN1CCN(CCC(=O)N/N=C/c2ccccn2)CC1 | -4 | -2 | -3 | 11 | -9 | -0.3 | 2.1 | 4 | 3
O=c1[nH]c(=O)n(C2OC(CO)C(O)C2O)cc1Br (stereo not drawn) | -2 | 4 | -3 | -2 | 2 | -0.2 | -1.4 | 2 | 5
O=C(Nc1ccc(N2CCN(C(=O)c3ccco3)CC2)cc1)c1ccccc1Br | -2 | -3 | -4 | 1 | -3 | -0.1 | 0.3 | 0 | -6
CCN(Cc1nc(-c2ccccc2)no1)C(=O)c1ccco1 | 0 | 6 | -1 | 1 | 2 | 0.1 | -0.2 | 0 | -5
C=C(C)Cn1c2ccc(NC(=O)CCc3cccnc3)cc2c(=O)n1C | -5 | -8 | 18 | -5 | -9 | 0.0 | 0.0 | -5 | 8
Clc1ccccc1Cc1noc(CN2CCCCC2c2ccccn2)n1 (stereo not drawn) | -1 | 1 | 13 | 16 | -14 | -0.7 | -1.2 | 5 | -5
COc1cc(CN2CCCC(C(=O)c3ccc(SC)cc3)C2)cc(Cl)c1O (stereo not drawn) | -2 | 9 | -10 | 15 | 3 | -0.5 | 1.4 | 2 | -5
CCOc1cccc(OCCCCn2cnc3ccccc3c2=O)c1 | -2 | -4 | 4 | -2 | -5 | 0.3 | 0.1 | -4 | -7
CCCc1cc(=O)[nH]c(SCC(=O)N(CC)C2CCS(=O)(=O)C2)n1 (stereo not drawn) | -1 | 12 | 4 | 6 | -5 | -0.4 | x | 3 | 6
O=C1Nc2ccccc2Nc2ccccc21 | -2 | -11 | 1 | 0 | -4 | -0.8 | 0.2 | 1 | -2
Cc1nc(CNC(=O)C2CCC(=O)N(CCc3ccc(Cl)cc3)C2)sc1C (stereo not drawn) | -2 | 32 | 0 | 7 | -3 | -0.6 | -0.7 | 0 | -11
